# Screening results from PubChem BioAssay.
# AHR activator – human AHR activation; AHR-responsive luciferase reporter cells, luminescence; activation, % at 5 µM; 2.5% of 320,000 active; AID 2796; in the data active means activation above about 47%;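 further: 0% = vehicle wells and 100% = reference agonist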
# Target sequence (P35869 whole entry, looked up): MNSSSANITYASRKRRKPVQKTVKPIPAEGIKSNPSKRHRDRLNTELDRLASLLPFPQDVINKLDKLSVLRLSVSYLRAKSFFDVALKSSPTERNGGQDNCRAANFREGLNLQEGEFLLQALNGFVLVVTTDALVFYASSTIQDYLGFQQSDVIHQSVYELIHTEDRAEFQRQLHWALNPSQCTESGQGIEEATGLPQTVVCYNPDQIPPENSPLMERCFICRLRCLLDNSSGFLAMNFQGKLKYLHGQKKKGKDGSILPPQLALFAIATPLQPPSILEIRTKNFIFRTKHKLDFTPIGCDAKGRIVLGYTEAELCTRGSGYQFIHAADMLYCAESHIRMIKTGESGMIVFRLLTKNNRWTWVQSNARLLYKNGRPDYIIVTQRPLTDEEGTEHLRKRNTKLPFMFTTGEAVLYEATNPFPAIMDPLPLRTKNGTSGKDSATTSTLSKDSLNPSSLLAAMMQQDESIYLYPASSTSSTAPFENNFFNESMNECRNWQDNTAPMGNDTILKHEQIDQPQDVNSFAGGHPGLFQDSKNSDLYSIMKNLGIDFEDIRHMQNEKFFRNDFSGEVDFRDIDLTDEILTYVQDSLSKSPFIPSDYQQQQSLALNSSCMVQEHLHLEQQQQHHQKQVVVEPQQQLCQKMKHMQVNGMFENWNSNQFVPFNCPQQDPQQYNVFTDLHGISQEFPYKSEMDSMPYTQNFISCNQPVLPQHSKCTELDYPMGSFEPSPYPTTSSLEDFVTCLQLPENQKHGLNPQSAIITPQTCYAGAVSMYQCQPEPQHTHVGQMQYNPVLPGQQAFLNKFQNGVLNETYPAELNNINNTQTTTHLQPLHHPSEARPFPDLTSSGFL
# AGP1-GFP MLPCN – alters AGP1-GFP fluorescence in TOR pathway yeast screen; 0.02% of 320,000 active; GFP response vs DMSO, % at 10 µM; S. cerevisiae AGP1-GFP multiplex flow cytometry, 3 h; GFP as percent of DMSO wells; AID 2066;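 active means GFP response relative to DMSO above a set limit, near screen average plus 3 SD, cut at about 150% in these data; inconclusive means fewer than 70 cells counted for the yeast strain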;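 further: median GFP channel fluorescence of the gated AGP1 strain per well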
# CIT2-GFP yeast – alters CIT2-GFP fluorescence in TOR pathway yeast screen. S. cerevisiae CIT2-GFP strain, flow cytometry, 3 h; 100 means same as DMSO wells. GFP response vs DMSO, % at 10 µM. 0.065% of 320,000 active. AID 2029;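 active means GFP response relative to DMSO above a set limit, near the screen mean plus 3 SD, cut at about 150% in these data; inconclusive means Fewer than 70 cells measured for a yeast strain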;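 further: ratio of well median GFP fluorescence to mean of DMSO wells on the plate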
# MEP2 TOR yeast – modulators of TOR pathway MEP2-GFP in S. cerevisiae | S. cerevisiae MEP2-GFP strain, flow cytometry GFP, 3 h; 100% = DMSO control level | GFP response vs DMSO, % at 10 µM | 0.51% of 330,000 active | AID 2016;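 active means GFP response versus DMSO above a set limit, roughly screen mean plus 3 SD, cut at about 180% in these data; inconclusive means fewer than 70 cells counted for a yeast strain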;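 further: median GFP fluorescence of the barcode-gated MEP2-GFP cells per well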
# procasp3 activ – procaspase-3 (human) activation | 0.11% of 330,000 active | P42574 | AID 463141 | activation, % at 8.5 µM | recombinant procaspase-3 D3A, Ac-DEVD-pNA absorbance 405 nm;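 active means activation above the mean of all tested compounds plus 3 SD, cut at about 21% in these data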;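 further: 0% = DMSO alone and 100% = DMSO wells spiked with extra 5 µM PC-3 D3A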
#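 assay system = Procaspase-3 D3A mutant | signal = absorbance at 405 nm, 0 and 120 min | times = 1 h preincubation plus 2 h reaction at 25 °C | repeats = single replicate | read-out = % activation between DMSO and enzyme-spiked controls | medium = Zinc-free HEPES saline buffer with Triton X-100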
# proCasp7 act – counter-screen: procaspase-7 (human) activation. activation, % at 8.5 µM. 0.093% of 330,000 active. P55210. recombinant procaspase-7, Ac-DEVD-pNA absorbance 405 nm; D23A/D198A/D206A triple mutant, cannot self-cleave; scale: DMSO 0, 5 µM enzyme 100;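 active means percent activation above the screen-wide mean plus 3 SD, cut at about 25% in these data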
# Target sequence (P55210 whole entry D23A/D198A/D206A): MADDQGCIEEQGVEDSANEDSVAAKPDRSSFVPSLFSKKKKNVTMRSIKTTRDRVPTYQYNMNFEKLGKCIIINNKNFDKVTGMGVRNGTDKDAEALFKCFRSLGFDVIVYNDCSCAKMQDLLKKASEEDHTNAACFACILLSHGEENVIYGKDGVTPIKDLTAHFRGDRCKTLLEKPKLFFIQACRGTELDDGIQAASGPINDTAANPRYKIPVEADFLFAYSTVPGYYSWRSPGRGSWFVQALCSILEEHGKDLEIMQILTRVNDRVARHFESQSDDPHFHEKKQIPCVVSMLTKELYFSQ
#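 Assay system: Uncleavable procaspase-7 mutant enzyme | Input: 2 µM procaspase-7 mutant as dispensed | Timing: 1 h compound preincubation, 2 h substrate cleavage, 25 °C | Repeats: One well per compound | Control set: DMSO wells as 0%, DMSO with 5 µM added PC-7 as 100% | Technique: Epi-absorbance of released pNA at 405 nm, two timepoints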
# LAP4 TOR yeast – yeast TOR pathway LAP4-GFP modulation; S. cerevisiae LAP4-GFP multiplex, flow cytometry GFP, 3 h; median GFP as percent of DMSO wells; GFP response vs DMSO, % at 10 µM; 0.34% of 320,000 active;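 active means GFP response vs DMSO above a set limit, about the screen mean plus 3 SD, cut at about 150% in these data; inconclusive means under 70 cell events counted for the yeast strain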
# RPL19A TOR yeast – alters RPL19A-GFP fluorescence in TOR pathway yeast screen; percent response vs DMSO, % at 10 µM; AID 2025; 0.3% of 330,000 active; S. cerevisiae RPL19A-GFP strain, flow cytometry, 3 h; stronger effect = lower value;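 active means percent response vs DMSO below 50%; inconclusive means fewer than 70 events counted for the yeast strain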;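 further: median channel GFP fluorescence of the barcoded RPL19A-GFP strain; ratio of sample median GFP to plate DMSO average so 100% = DMSO; lower means less RPL19A-GFP as with rapamycin TOR inhibition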
# Numbers without * were called inactive; ? = inconclusive; · = not tested or not shown; [ ] = another dose, or the depositor's remark. Random draw from the library. Share with any hit: about 3.5%.
entry	canonical_smiles	AHR activator	AGP1-GFP MLPCN	CIT2-GFP yeast	MEP2 TOR yeast	procasp3 activ	proCasp7 act	LAP4 TOR yeast	RPL19A TOR yeast
1	O=C(c1n[nH]c(=O)c2ccccc12)N1CCN(c2ccccc2)CC1	1	107	95	93	3	8	100	98
2	Cc1sc2ncnc(N[C@@H](Cc3c[nH]c4ccccc34)C(=O)O)c2c1C	48*	108	108	111	7	3	104	100
3	O=C(NCC1CCCO1)C1CCN(C2CCN(C(=O)Cc3ccsc3)CC2)CC1 (configuration not stated)	1	95	98	97	7	-9	89	96
4	COc1ccc(S(=O)(=O)N(C)c2ccc(C(=O)Nc3cccnc3)cc2)cc1	27	88	90	97	4	0	88	96
5	CCOCCCNC(=O)c1ccc(Cn2c(=O)[nH]c3ccsc3c2=O)cc1	1	108	101	106	4	-2	109	101
6	O=C(NNC(=O)C12CC3CC(CC(Cl)(C3)C1)C2)c1csc(N2CCOCC2)n1	-3	99	97	99	0	-6	95	96
7	O=c1c2ccccc2c(C=Nc2cccc(S(=O)(=O)NCc3ccco3)c2)c(O)n1-c1ccc(Cl)cn1	4	97	100	98	-1	-2	92	99
8	COCCN(C(=O)C1CCC1)c1nnc(-c2cccnc2)s1	4	110	92	97	-9	-1	95	98
9	COc1ccc2nc(/C=N/NC(=O)[C@H](C)NC(=O)OC(C)(C)C)ccc2c1	23	99	103	101	-6	4	93	102
10	Nc1ccc(Oc2ccc(Cl)cc2)cc1	0	101	102	107	-5	16	115	104
11	N#Cc1ccc(-c2nc3ccc(Br)cc3c(=O)n2O)cc1	10	87	80	96	4	-6	131	85
12	O=C(Cn1nnc(-c2cccs2)n1)N1c2ccccc2Sc2ccc(C(F)(F)F)cc21	1	102	96	100	2	-5	98	98
13	CN1C(N)=NC(=O)/C1=C/c1ccc(OC(F)(F)F)cc1	18	100	99	101	2	11	95	102
14	Cc1ccc(Cn2nc(C)c(NC(=O)c3cc(-c4ccc5c(c4)OCO5)on3)c2C)cc1	-7	101	93	106	5	3	112	100
15	NS(=O)(=O)c1ccc(NC(=O)Cc2c(F)cccc2Cl)cc1	0	109	104	103	5	-10	106	97
16	Brc1c(CSc2nncc3ccccc23)nc2ccccn12	49*	98	73	109	-7	7	99	106
17	Cc1cc(C)c(C)c(S(=O)(=O)N2CCN(C(=O)c3ccco3)CC2)c1C	-1	103	99	104	-6	6	105	104
18	COC(=O)c1ccc(C2C(C(C)=O)=C(C)Nc3ncnn32)cc1 (configuration not stated)	-2	103	100	92	5	-7	99	107
19	CCOC(=O)c1cc(NC(=O)COc2ccc([N+](=O)[O-])cc2)cc(C(=O)OCC)c1	0	103	97	103	5	0	101	103
20	Cc1ccc2nc(-c3sc4nc(C)ccc4c3N)[nH]c2c1	2	100	92	94	-11	-4	96	96
21	CC(=O)N(CCC1(C(C)C)CCOC(C)(C)C1)Cc1ccco1 (configuration not stated)	-2	107	111	106	-3	1	109	104
22	Cc1nc2sc(C(=O)Nc3ccccc3)c(N)c2c(C)c1[N+](=O)[O-]	29	111	109	111	3	0	120	109
23	CN1CCC(N(C)C(=O)CCc2nc3ccccc3n2-c2ccccc2)CC1	-1	118	105	103	1	2	107	107
24	COc1cc(NC(=O)c2ccc3c(c2)OCCO3)ccc1NC(=O)c1ccco1	-12	93	92	98	5	-5	98	93

# 3 of the compounds above, as labelled records:
10. Nc1ccc(Oc2ccc(Cl)cc2)cc1
  AHR activator = 0	AGP1-GFP MLPCN = 101	CIT2-GFP yeast = 102	MEP2 TOR yeast = 107	procasp3 activ = -5	proCasp7 act = 16	LAP4 TOR yeast = 115	RPL19A TOR yeast = 104
23. CN1CCC(N(C)C(=O)CCc2nc3ccccc3n2-c2ccccc2)CC1
  AHR activator = -1	AGP1-GFP MLPCN = 118	CIT2-GFP yeast = 105	MEP2 TOR yeast = 103	procasp3 activ = 1	proCasp7 act = 2	LAP4 TOR yeast = 107	RPL19A TOR yeast = 107
1. O=C(c1n[nH]c(=O)c2ccccc12)N1CCN(c2ccccc2)CC1
  AHR activator = 1	AGP1-GFP MLPCN = 107	CIT2-GFP yeast = 95	MEP2 TOR yeast = 93	procasp3 activ = 3	proCasp7 act = 8	LAP4 TOR yeast = 100	RPL19A TOR yeast = 98

# Additional entries:
entry	canonical_smiles	AHR activator	AGP1-GFP MLPCN	CIT2-GFP yeast	MEP2 TOR yeast	procasp3 activ	proCasp7 act	LAP4 TOR yeast	RPL19A TOR yeast
25	CCOC(=O)N1CCN(C(=O)CCn2c(=S)[nH]c3ccccc3c2=O)CC1	0	112	105	101	-8	-1	106	102
26	CCOc1ccc2ncc(C(=O)c3ccc(OC)cc3)c(N3CCN(CC)CC3)c2c1	13	107	105	109	-7	-7	98	100
27	Cc1nc(SCc2cccc(C(=O)O)c2)nc2c1CCCC2	-6	100	85	106	0	-1	113	94
28	Cc1ccc(-c2nc(=O)[nH]c3ccccc23)cc1	2	98	102	107	6	-1	99	101
29	CC(Sc1nnc(-c2ccc(O)cc2)o1)C(=O)Nc1cccc2ccccc12 (configuration not stated)	1	98	89	96	-3	14	100	101
30	CCOC(=O)c1c(N2C(=O)Nc3cc(Cl)c(Cl)cc3N2O)sc2c1CCCCC2	-1	·	94	97	-3	1	92	94
31	O=C(NC(Cc1ccccc1)C(=O)O)/C(=C\c1ccco1)NC(=O)c1ccccc1Br (configuration not stated)	2	101	105	108	0	-8	95	111
32	O=C(N/N=C/c1ccco1)c1ccc(N2CCCC2=O)cc1	-4	95	96	98	7	2	91	101
33	O=C(NCc1ccccc1)C1CCCN(c2nc3ccsc3c(=O)s2)C1 (configuration not stated)	-1	103	104	106	-1	-5	106	107
34	Oc1ccc(/C=N/Nc2ncc(Br)cn2)c(O)c1	9	102	101	93	4	0	116	98
35	Cn1c(Cc2cccc3ccccc23)nnc1SCc1ccc([N+](=O)[O-])cc1	1	101	110	104	-8	8	95	105
36	O=C(NNC(=O)C12CC3CC(CC(C3)C1)C2)c1csc(N2CCOCC2)n1	-1	97	92	101	-11	-4	97	96
37	O=C(Cn1cc(C(F)(F)F)ccc1=O)Nc1cccc(S(=O)(=O)N2CCOCC2)c1	8	93	98	104	-3	4	100	100
38	Cc1cnc(NC(=O)CSc2nnc(N)s2)s1	0	104	103	99	0	2	100	99
39	CC(=O)c1ccccc1OCCn1nc(C(=O)O)c2ccccc2c1=O	2	96	87	97	4	6	82	97
40	O=C(c1ccco1)N1CCN(Cc2cccc3ccccc23)CC1	3	92	100	102	2	10	90	90
41	C=CCNC(=O)c1c(CSc2ccc(F)cc2)noc1C(=O)NCCC	-1	78	89	86	-5	1	121	91
42	O=C(O)c1ccc(NS(=O)(=O)c2cc(C(=O)O)ccc2Br)cc1	-2	100	101	105	-3	-2	103	100
43	O=C(COc1cccc2c1CCN(Cc1ccccc1F)C2=O)N1CCCCC1	0	101	108	102	14	-3	98	102
44	O=C(Cc1ccccc1F)Nc1cc(S(=O)(=O)N2CCOCC2)ccc1N1CCCC1	-1	98	105	96	-3	4	94	97
45	CC(=O)c1ccc(NC(=O)/C(C#N)=C/c2ccncc2)cc1	0	113	104	99	8	2	109	104
46	CCOC(=O)/C=C/C(=O)Nc1ccc(Oc2ccccc2)cc1	17	89	97	94	1	3	112	90
47	CCOc1ccc(C(=O)Nc2cccc(SC)c2)cc1	12	95	101	110	3	4	111	106
48	NS(=O)(=O)c1ccc(CCNC(=O)CSc2ccc(Cl)cc2)cc1	0	95	99	114	2	8	96	98
49	CCN(CC)C(=O)c1csc(Nc2ccc(C)cc2)n1	2	109	105	107	9	8	106	104
50	CN(C)C(=O)C12CCC(C)(c3nc4ccccc4nc31)C2(C)C (configuration not stated)	2	93	95	95	-6	-5	94	93
51	COc1ccc(S(=O)(=O)Nc2cccc3c2O[C@H](CN(C)Cc2ccc(Oc4ccccc4)cc2)[C@@H](C)CN([C@H](C)CO)C3=O)cc1	0	90	91	95	3	4	90	96
52	Cc1ccc(C2=NNC(C(O)C(O)C(O)C(O)CO)S2)cc1 (configuration not stated)	0	98	101	102	5	-5	93	98
53	Cc1cc(C)n(-c2ccc(C(=O)NCc3ccc4c(c3)OCO4)cc2)n1	-2	100	94	100	1	7	98	98
54	CC1CCCN(c2nc3nonc3nc2Nc2ccccc2F)C1 (configuration not stated)	1	99	101	98	16	3	96	100
55	C[C@@]12C(=O)N(Cc3ccc(Cl)cc3)CC(=O)N1[C@H]1c3ccccc3OC[C@@H]1[C@@H]2c1ccccc1	3	100	102	92	5	-3	98	96
56	CCN1CNC(=S)N(Cc2ccccc2)C1	0	99	99	102	-2	-1	104	100
57	CCOc1ccc(N(CC(=O)NCC2CCCO2)S(=O)(=O)c2ccc(Cl)cc2)cc1 (configuration not stated)	0	25[may fluoresce violet]	?	145[may fluoresce violet]	4	7	87[may fluoresce violet]	54[may fluoresce violet]
58	NC(=O)c1cc([N+](=O)[O-])ccc1NCc1ccc(C(=O)O)cc1	1	89	98	93	-8	-11	125	100
59	Cc1cccc(N2N=C(C(=O)OCC(=O)c3ccccc3)CCC2=O)c1	1	98	104	103	6	-4	92	97
60	CCCCCCCCSc1nnc(-c2ccc(OC)cc2)o1	-17	91	95	99	8	9	87	98
61	CCCC(NS(=O)(=O)c1ccc(C)cc1)C(=O)O (configuration not stated)	1	101	105	101	-4	6	94	99
62	CCC(=O)NC(Nc1cc(C)cc(C)n1)(C(F)(F)F)C(F)(F)F	2	·	94	99	-3	5	100	94
63	COc1cc(C2c3[nH]c4ccccc4c3C[C@@H]3C(=O)N(Cc4ccco4)CC(=O)N23)cc(OC)c1OC (some centres not stated)	4	102	96	101	5	1	·	93
64	CN(C)CCOCCSc1ccc(Cl)cc1	2	105	104	98	4	-3	104	103
65	CCSc1nc2cc(C(=O)OC)ccc2c(=O)n1CC	0	79	75	93	1	6	81	113
66	O=C(/C=C/c1cn(-c2ccccc2)nc1-c1cccs1)NCCN1CCOCC1	3	112	117	100	0	6	109	99
67	O=C/C(=C\Nc1ccccn1)c1nc2cc(Cl)ccc2o1	44	99	89	106	-12	5	95	103
68	CC(=O)Nn1c(COc2ccccc2C)nc2ccccc2c1=O	5	100	94	98	1	9	101	100
69	CCn1c(N)c(C(=O)NC)sc1=S	3	96	97	96	-7	-13	98	99
70	C[C@H](CO)N1C[C@H](C)[C@@H](CN(C)S(=O)(=O)c2cccs2)Oc2c(NC(=O)C3CCCCC3)cccc2C1=O	3	92	95	90	-2	-1	86	94
71	CCCCNC(=S)NNC(=O)CCn1nc(C)c(Br)c1C	3	100	94	104	3	-8	103	99
72	C/C(=N\NC(=O)C1(C)CC1(Br)Br)c1cccc(NC(=O)C(C)(C)C)c1 (configuration not stated)	4	100	103	101	1	1	93	103
73	CCOC(=O)C1=C(C)N(c2ccc(OC)cc2)C(=O)/C1=C\c1ccc(O)c(OCC)c1	6	86	86	81	-25	-43	81	93
74	Cc1ccn2c(=O)nc(SCC(=O)Nc3cccc4ccccc34)nc2c1	8	100	90	99	-8	7	100	95
75	CN(C)CCCCCCCCCCC(=O)/C=N/O	-1	107	100	95	2	-3	94	97
76	CC1(c2nnc(-c3ccc(F)cc3)o2)CC(c2c(Cl)cccc2Cl)=NO1 (configuration not stated)	11	85	76	84	1	0	96	100
77	COc1ccc(C(C)=O)cc1COC(=O)CNC(=O)c1ccc(Cl)cc1	4	105	103	108	8	4	92	103
